Source: PubChem (NMMLSC)
Bfl-1 Bim block – human Bim-Bfl-1 interaction inhibition; actives 0.12% (n = 190,000); Q16548; Bead-based flow cytometry, Bim-Bfl-1 binding inhibition; inhibition, % at 10 µM;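 further: 0% = wells without compound plus tracer and 100% = blocker peptide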
Bcl-B Bim block – inhibitors of Bim-Bcl-B interaction, human | bead-based flow cytometry, Bim peptide-Bcl-B binding | inhibition, % at 10 µM | actives 0.073% (n = 190,000);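 further: 0% = tracer peptide without compound and 100% = reference inhibitor peptide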
Target sequence (Q9HD36 whole entry, looked up): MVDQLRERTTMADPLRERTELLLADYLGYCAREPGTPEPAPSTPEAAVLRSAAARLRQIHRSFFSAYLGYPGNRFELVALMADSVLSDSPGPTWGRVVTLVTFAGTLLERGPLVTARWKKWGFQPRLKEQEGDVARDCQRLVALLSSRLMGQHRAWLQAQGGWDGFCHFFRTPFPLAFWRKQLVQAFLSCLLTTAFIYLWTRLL
HRas wt GTP – human HRas wildtype GTP binding, change in either direction | P01112 | GST-Ras wt beads, Bodipy-FL-GTP binding, flow cytometry; actives lie on both sides | GTP binding activity, % at 10 µM | actives 0.14% (n = 190,000);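 active means GTP binding activity at least 20% away from the 100% baseline, either lowered as inhibitor or raised as activator; inconclusive means flagged as likely green fluorescent, judged across all proteins in the well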;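 further: 0% = unlabeled GTP competition control and 100% = no-compound control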
Target sequence (P01112 whole entry, looked up): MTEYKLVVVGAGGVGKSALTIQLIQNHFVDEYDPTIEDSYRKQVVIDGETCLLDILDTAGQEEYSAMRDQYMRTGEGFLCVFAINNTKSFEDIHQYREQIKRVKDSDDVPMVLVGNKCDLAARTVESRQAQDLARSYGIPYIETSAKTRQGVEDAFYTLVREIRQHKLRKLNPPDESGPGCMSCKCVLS
Rab2A wt mod – changes GTP binding to wildtype dog Rab2A, up or down; actives 0.19% (n = 190,000); GST-Rab2 wt beads, Bodipy-GTP binding, flow cytometry; GTP binding activity, % at 10 µM;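 active means GTP binding activity at least 20 points away from 100%, either lowered or raised; inconclusive means signal likely due to the compound's own green fluorescence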;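 further: 0% = beads with excess unlabeled GTP and 100% = no-compound control corrected for plate trend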
Rac1 wt GTP bind – alters GTP binding to wildtype human Rac1; GST-Rac1 beads, fluorescent GTP binding, flow cytometry; actives lie on both sides; 0 = cold GTP competed, 100 = untreated; AID 757; actives 0.27% (n = 190,000); P63000; GTP binding activity (% of control), % at 10 µM;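 active means GTP binding activity at least 20 points away from the 100% control level, either lower or higher; inconclusive means compound flagged as likely green fluorescent, judged across all proteins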
Bcl-XL Bim block – inhibitors of Bim-Bcl-XL interaction, human; inhibition, % at 10 µM; Bim peptide-Bcl-XL binding, bead flow cytometry, fluorescence; actives 0.04% (n = 190,000)
Target sequence (Q07817 whole entry, looked up): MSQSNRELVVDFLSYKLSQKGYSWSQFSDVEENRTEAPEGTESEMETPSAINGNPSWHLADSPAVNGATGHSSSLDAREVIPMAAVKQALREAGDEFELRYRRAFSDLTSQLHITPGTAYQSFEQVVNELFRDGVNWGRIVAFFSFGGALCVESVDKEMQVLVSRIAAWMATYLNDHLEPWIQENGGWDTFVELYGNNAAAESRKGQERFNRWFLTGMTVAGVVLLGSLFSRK
Bcl-2 Bim block – human Bim-Bcl-2 interaction inhibition; Bead-based flow cytometry, Bim peptide-Bcl-2 binding; P10415; actives 0.06% (n = 190,000); inhibition, % at 10 µM; in the data active means inhibition above about 40%; inconclusive means no clear call, values can overlap the other calls;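 further: 0% = no compound wells with probe peptide and 100% = reference peptide inhibitor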
Bcl-W Bim block – human Bim-Bcl-W interaction inhibition; bead-based flow cytometry, Bim peptide-Bcl-W binding; actives 0.02% (n = 190,000); Q92843; inhibition, % at 10 µM;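 further: 0% = bound tracer without compound and 100% = peptide blocker; higher means less fluorescent Bim peptide bound to Bcl-W beads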
Target sequence (Q92843 whole entry, looked up): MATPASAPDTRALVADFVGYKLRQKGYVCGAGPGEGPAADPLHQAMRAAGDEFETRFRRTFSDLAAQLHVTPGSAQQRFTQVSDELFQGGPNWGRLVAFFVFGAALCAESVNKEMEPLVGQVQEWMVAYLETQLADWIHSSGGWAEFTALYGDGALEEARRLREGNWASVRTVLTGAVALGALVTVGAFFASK
Rab7 wt GTP bind – modulators of GTP binding to dog Rab7 wildtype GTPase; GST-Rab7 beads, fluorescent GTP binding, flow cytometry; actives lie on both sides; untreated = 100%, excess cold GTP = 0%; GTP binding activity (percent of control), % at 10 µM; actives 0.055% (n = 190,000); AID 758;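 active means fluorescent GTP binding to Rab7 beads changed by at least 20 points from the 100% baseline, either direction, mostly lower; inconclusive means compound itself probably fluorescent, or too few beads counted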;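 further: median green fluorescence of bound Bodipy-FL-GTP per Rab7 bead population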
Rac1 act GTP bind – alters GTP binding to activated mutant human Rac1 | P63000 | GST-Rac1 activated beads, fluorescent GTP binding, flow cytometry; actives lie on both sides; 100% means binding = to untreated wells | percent activity (GTP binding), % at 10 µM | actives 0.11% (n = 190,000) | AID 764;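 active means GTP binding at least 20 percentage points away from the 100% baseline, in either direction, so actives lie on both sides; inconclusive means Compound likely fluorescent itself, or too few beads counted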
Cdc42 wt GTP – modulators (inhibitors or activators) of GTP binding to human Cdc42 wildtype; percent activity (GTP binding), % at 10 µM; actives 0.2% (n = 190,000); P60953; GST-Cdc42 beads, Bodipy-GTP binding, flow cytometry; actives lie on both sides; AID 761;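 active means percent activity GTP binding at least 20 points away from the 100% baseline, either down as inhibitor or up as activator; inconclusive means compound flagged as likely green fluorescent from well-wide comparison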;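 further: median bead fluorescence of bound Bodipy-FL-GTP at 100 nM; 0% = excess unlabeled GTP control and 100% = no compound control; below 100% means less GTP binding so inhibitor and above means activator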
Target sequence (P60953 whole entry, looked up): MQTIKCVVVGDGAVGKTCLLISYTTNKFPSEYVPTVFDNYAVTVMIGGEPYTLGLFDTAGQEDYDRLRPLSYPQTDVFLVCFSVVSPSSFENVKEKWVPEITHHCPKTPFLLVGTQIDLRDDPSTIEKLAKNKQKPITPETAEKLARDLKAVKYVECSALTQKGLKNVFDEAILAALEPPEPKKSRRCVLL
The depositor's hits bear a star; ? = inconclusive; nt = no result given; & = joins results of further samples. Unless noted, no stated cut-off is given here; in the data, active means inhibition above about 40%.

Rac1 wt GTP bind | Bcl-W Bim block | Rab7 wt GTP bind | Rab2A wt mod | Bcl-B Bim block | HRas wt GTP | Rac1 act GTP bind | Cdc42 wt GTP | Bcl-XL Bim block | Bfl-1 Bim block | Bcl-2 Bim block | compound
104 | 2 | 96 | 98 | 0 | 99 | 103 | 103 | 1 | 1 | 0 | COc1ccc(/C=C2\CCc3ccccc3C2=O)cc1Cn1cccn1
102 | 0 | 93 | 98 | 0 | 97 | 96 | 98 | -3 | -6 | -6 | Cc1ccc(C(=O)Nc2ccc(Cl)cn2)cc1
99 | 1 | 106 | 98 | -1 | 97 | 93 | 94 | 1 | -2 | 0 | Cc1cc(C)c(C(=O)CN2C(=O)NC3(CCCCCC3)C2=O)cc1C
96 | 0 | 94 | 97 | -1 | 96 | 94 | 99 | 0 | -2 | 0 | CCOC(=O)c1ccc(NC(=O)c2cc(F)c(F)cc2Cl)cc1
99 | 6 | 99 | 96 | 9 | 94 | 97 | 96 | 6 | 9 | 4 | CC(OC(=O)c1ccccc1NS(=O)(=O)c1cccc(C(F)(F)F)c1)C(=O)N(C)Cc1ccccc1 (stereo not given)
103 | -1 | 103 | 101 | -5 | 101 | 98 | 100 | -2 | -3 | -1 | COc1ccc(N2CCN(C(=S)NC(=O)c3cccs3)CC2)c([N+](=O)[O-])c1
98 | -4 | 104 | 98 | -2 | 98 | 94 | 97 | -2 | -3 | 0 | CC(C)OC(=O)c1cc2c(=O)[nH]c(C(Cl)(Cl)Cl)nc2o1
92 | 0 | 94 | 96 | -4 | 96 | 92 | 94 | -1 | -4 | 0 | O=C(COC(=O)CCC(=O)c1ccc(Cl)cc1)NCc1ccco1
100 | 0 | 98 | 95 | -7 | 96 | 96 | 99 | -4 | -7 | -1 | CCCN1CCC(NC(=S)Nc2ccc(OC)c(OC)c2)CC1
95 | -2 | 99 | 99 | -10 | 97 | 95 | 96 | -3 | -13 | -9 | CCC(=O)NC(c1ccc([N+](=O)[O-])cc1)c1c(O)ccc2ccccc12 (stereo not given)
105 | 4 | 97 | 100 | -8 | 100 | 100 | 106 | 8 | 12 | nt | COC(=O)CNc1ccc2c(c1)OCO2
100 | -4 | 99 | 99 | -5 | 100 | 99 | 100 | -4 | 0 | -3 | COC(=O)Nc1ccc2c(c1)N(C(=O)CCN1CCOCC1)c1ccccc1S2
100 | 0&4 | 95 | 102 | -3&1 | 96&101 | 93&99 | 93&103 | 0&1 | 0&0 | 0&0 | C[n+]1c2n(c3ccccc31)N=C(c1ccccc1)CS2
? | 0 | ? | ? | 2 | ? | ? | ? | -3 | 4 | 2 | CNC(=O)c1cc(C(=O)c2ccccc2C(F)(F)F)c[nH]1
101 | -7 | 98 | 100 | -5 | 99 | 98 | 102 | 1 | -4 | -5 | O=C(O)c1c(Cl)c(Cl)c(Cl)c(Cl)c1C(=O)N1CCOCC1
101 | 4 | 99 | 99 | -5 | 100 | 100 | 101 | -2 | -7 | -5 | COc1cc2c(N3CCOCC3)cc(O)c(CC(=O)Nc3ccccc3)c2cc1OC
107 | -5 | 101 | 98 | -8 | 99 | 99 | 100 | -8 | -1 | -4 | O=C1C2CCCN2C(=O)N1CCCCN1CCN(c2ccc(F)cc2)CC1 (stereo not given)
96 | -5 | 98 | 99 | -15 | 98 | 97 | 98 | -12 | -11 | -11 | O=C(CCCCCN1C(=O)CCC1=O)Nc1ccc(Br)cc1F
104 | 0 | 98 | 94 | 0 | 98 | 98 | 61* | -3 | 0 | -1 | CCOC(=O)c1c(NC(=O)C(=O)N/N=C/c2ccc(O)c(OC)c2)sc2c1CCCCC2
102 | 0 | 108 | 103 | -2 | 102 | 96 | 99 | -3 | -2 | 0 | CN(C)CC(=O)N1CCc2ccccc2C1
102 | -1 | 101 | 98 | -3 | 101 | 95 | 98 | -3 | -1 | -3 | COC(=O)C1=C(N)OC2=C(C(=O)CC(C)(C)C2)C1c1ccccc1OCC#N (stereo not given)
102 | 6 | 98 | 98 | -9 | 98 | 96 | 98 | -8 | 11 | -3 | Oc1ccc(NCc2ccccc2OCc2ccccc2F)cc1
100 | -1 | 98 | 100 | -4 | 99 | 99 | 98 | -1 | -5 | -2 | O=S(N1CCCCC1)C12CC3CC(CC(C3)C1)C2 (stereo not given)
96 | 0 | 97 | 96 | -9 | 97 | 95 | 99 | 4 | -9 | -8 | CCOc1ccc(C=NC23CN4CN(CN(C4)C2)C3)cc1
106 | 0 | 104 | 103 | -3 | 104 | 100 | 100 | -3 | -4 | -5 | COC(=O)CSc1nsc(SCC(=O)OC)n1
104 | 6 | 97 | 99 | -2 | 98 | 98 | 98 | -1 | 0 | -2 | CC(=O)OCn1nnc2ccccc2c1=O
100 | -1 | 96 | 98 | -3 | 100 | 97 | 100 | -1 | 1 | -4 | CCN(CC)C(=O)CN(c1cc2c(cc1OC)oc1ccccc12)S(=O)(=O)c1ccc(C)cc1
92 | 22 | 97 | 93 | 18 | 95 | 97 | 97 | 33 | 23 | 18 | CC1=CC2=NC(=O)/C(=C\c3ccc(-c4cccc(Cl)c4)o3)C(=N)N2O1
105 | 0 | 98 | 103 | -5 | 101 | 100 | 106 | -1 | -10 | -9 | Cc1cccc(-c2nc(CS(=O)CC(=O)NCc3cccs3)c(C)o2)c1 (stereo not given)
98 | -1 | 96 | 98 | -8 | 97 | 97 | 101 | -3 | -6 | -2 | CC(C)N(C(=O)CSc1nnc(Cc2csc(Nc3ccccc3)n2)o1)C(C)C
? | 2 | ? | ? | -12 | ? | ? | ? | -6 | -15 | -9 | Cn1c(=O)cc(SCC(=O)NCCCN2CCOCC2)c2ccc(Cl)cc21
103 | 2 | 99 | 99 | -7 | 101 | 97 | 100 | -3 | -9 | -6 | CN(C)c1cccc2c(S(=O)(=O)N3CCOCC3)cccc12
99 | 2 | 102 | 98 | -1 | 99 | 95 | 91 | 1 | -4 | -2 | N#CCC(=O)Nc1ccc(C(=O)OCC(=O)Nc2ccccc2-c2ccccc2)cc1
108 | -5 | 112 | 103 | -2 | 107 | 99 | 108 | -2 | -6 | -1 | C=CCO/N=C/C1=C(O)C(C(=O)OC)C(C)(C)CC1=O (stereo not given)
96 | -1 | 106 | 99 | -3 | 100 | 97 | 95 | -3 | -4 | -1 | O=C(CN1CCN(S(=O)(=O)c2ccccc2F)CC1)Nc1ccccc1C(=O)c1ccccc1
100 | -1 | 99 | 99 | -4 | 101 | 97 | 102 | -2 | 0 | -1 | O=C(O)c1cc2n(n1)C(C(F)(F)F)CC(c1ccco1)N2 (stereo not given)
89 | 1 | 100 | 102 | -9 | 97 | 97 | 99 | -4 | -11 | -9 | CCOc1cccc(NC(=O)C2CC(=O)N(C)C(=Nc3cccc(F)c3)S2)c1 (stereo not given)
93 | 0 | 100 | 96 | -6 | 95 | 95 | 93 | -4 | -5 | -6 | COC(=O)c1ccc2c(=O)n(-c3ccccc3F)c(=S)[nH]c2c1
89 | -2 | 105 | 91 | -2 | 89 | 93 | 86 | -3 | -2 | 2 | CS(=O)(=O)Nc1ccc(C2=NN(C(=O)c3ccco3)C(c3ccc(F)cc3)C2)cc1 (stereo not given)
102 | -3 | 98 | 98 | -8 | 98 | 99 | 99 | -4 | -5 | -4 | O=C(c1ccccc1)N(Cc1ccccc1)c1ccccn1
105 | -2 | 104 | 105 | -6 | 102 | 101 | 104 | -5 | -4 | -8 | O=C(CN1C(=O)NC2(CCCC2)C1=O)Nc1nc(-c2ccc(F)cc2)cs1
107 | 0 | 105 | 103 | -10 | 103 | 99 | 102 | -7 | -18 | -11 | CC(C)(C)c1nn(-c2ccccc2)c2nc(Cl)c(C=O)cc12
93 | 0 | 101 | 92 | 0 | 93 | 91 | 91 | -2 | 0 | -2 | Cc1cc(/C=C2\C(=N)N3N=C(S(C)(=O)=O)SC3=NC2=O)c(C)n1Cc1ccccc1
107 | 0 | 102 | 102 | -8 | 102 | 101 | 104 | -5 | -12 | -9 | CC(C)(C)C(=O)Nc1sc2c(c1-c1nc3ccccc3[nH]1)CCCC2
102 | -1 | 100 | 99 | -7 | 100 | 96 | 101 | -8 | -18 | -10 | COc1cc(Cl)c(C)cc1NC(=O)COC(=O)/C=C/c1c(C)nn(C2CCS(=O)(=O)C2)c1Cl (stereo not given)
105 | 0 | 103 | 102 | -12 | 101 | 101 | 105 | -9 | -17 | -8 | COc1ccc(Oc2nnc(-c3ccc(C)cc3)c3ccccc23)cc1
108 | -1 | 104 | 108 | -5 | 103 | 101 | 107 | -7 | -9 | -11 | CCC(c1nnnn1C1CCCC1)N1CCN(c2ccccc2F)CC1 (stereo not given)
98 | 1 | 98 | 99 | -6 | 99 | 99 | 100 | -4 | -12 | -8 | Cn1c(=O)[nH]c2sc3c(c2c1=O)CC(C)(C)OC3
96 | 0 | 95 | 93 | 2 | 95 | 93 | 94 | -1 | 0 | 1 | O=C(NCc1cccnc1)c1c[nH]c2cc3c(cc2c1=O)OCCO3
109 | 0 | 99 | 99 | -12 | 102 | 99 | 102 | -9 | -17 | -11 | COc1ccc(C)cc1S(=O)(=O)Nc1cccc(Cl)c1
102 | -1 | 103 | 101 | 2 | 101 | 97 | 103 | -2 | -1 | -1 | CCOc1nc(-c2ccccc2)ccc1-c1noc(COc2ccccc2)n1
103 | -1 | 100 | 103 | 1 | 102 | 100 | 106 | 0 | 0 | -2 | O=c1/c(=C/c2ccccn2)sc2nc3ccccc3n12
101 | -5 | 98 | 96 | -13 | 96 | 96 | 98 | -10 | -25 | -17 | O=C(CCc1nc(-c2ccccc2)no1)Nc1cc(C(F)(F)F)ccc1Cl
103 | 0 | 100 | 101 | -4 | 101 | 98 | 100 | 0 | -1 | -1 | O=C(c1ccc(CS(=O)(=O)c2ccccc2)o1)N1CCOCC1
102 | -2 | 98 | 97 | 0 | 100 | 97 | 97 | -3 | -1 | 0 | COC(=O)c1[nH]c(=O)c2ccccc2c1O
100 | 1 | 93 | 96 | -3 | 96 | 97 | 95 | -6 | 0 | -4 | CCOc1ccc(S(=O)(=O)Nc2cc(S(=O)(=O)N(CC)CC)ccc2N2CCCC2)cc1
95 | -2 | 100 | 98 | -2 | 95 | 94 | 89 | 0 | 4 | 1 | COc1ccc(Cl)cc1NC(=S)N1CCN(c2ncccn2)CC1

Quoted from the listing:
O=C(O)c1cc2n(n1)C(C(F)(F)F)CC(c1ccco1)N2 (stereo not given) in Bcl-W Bim block has -1
Cc1cccc(-c2nc(CS(=O)CC(=O)NCc3cccs3)c(C)o2)c1 (stereo not given) in Rab7 wt GTP bind has 98
